NCI-60 one-dose screen, 48 h, at 10 µM unless noted. Numbers give growth in % (100 = growth as untreated, 0 = no growth, -100 = all killed).
UACC-257: UACC-257 melanoma; actives 4.4% (n = 78,000); AID 1794764
SK-MEL-2: SK-MEL-2 melanoma; actives 4.7% (n = 77,000)
LOX IMVI: LOX IMVI melanoma; actives 7.4% (n = 79,000)
BT-549: BT-549 breast cancer. actives 4.4% (n = 78,000). AID 1794793
UACC-62: UACC-62 melanoma | actives 5.4% (n = 81,000) | AID 1794756
T-47D: T-47D breast cancer. actives 5% (n = 79,000). AID 1794792
HS 578T: HS 578T breast cancer. actives 4.1% (n = 78,000)
MALME-3M: MALME-3M melanoma | actives 5.8% (n = 78,000) | AID 1794766
* = called active by the depositor; / = no result given. How the source made its calls: active means growth percent below 10; inactive means the rest.

Structure	UACC-257	SK-MEL-2	LOX IMVI	BT-549	UACC-62	T-47D	HS 578T	MALME-3M
CCCCC(CC)C(=O)CC(C)=O (configuration not stated)	102.2	102.4	93.3	106.2	101.3	/	108.7	94.1
Cc1cc(O)ccc1C1=NN(c2ccc(S(N)(=O)=O)cc2)C(=O)CC1	59.7	/	63.0	/	27.2	45.8	18.8	45.3
OCCNC(c1ccc(Cl)cc1)C(O)c1ccc(Cl)cc1 (configuration not stated)	92.4	91.0	88.8	108.7	86.3	/	86.6	88.1
CCN(C(=O)CN1C(=O)/C(=C/c2ccco2)SC1=S)C1CCS(=O)(=O)C1 (configuration not stated)	98.2	99.2	90.6	97.0	92.6	78.1	117.7	103.8
N#Cc1ncc(-c2ccc(C(F)(F)F)cc2F)c(NC2CCCCCC2)n1	85.9	105.1	107.9	97.4	84.1	75.1	84.4	114.5
CCOC(=O)c1ccc(N2C(=O)C(Cl)=C(Nc3cccc(C(F)(F)F)c3)C2=O)cc1	92.4	87.5	87.6	93.4	85.2	85.4	96.3	92.8
CN1C(=C=Cc2cc(I)c(O)c(I)c2)C(C)(C)c2ccccc21	110.2	125.0	98.7	76.2	76.4	67.4	103.3	110.3
COc1cc2ncnc(-n3ncc4cc(NC(=O)Nc5ccc(Cl)c(C)c5)ccc43)c2cc1OC	101.7	92.5	98.0	89.7	88.9	72.0	75.9	82.8

(more compounds)
Structure	UACC-257	SK-MEL-2	LOX IMVI	BT-549	UACC-62	T-47D	HS 578T	MALME-3M
O=[N+]([O-])c1ccc2ncccc2c1Cl	62.2	77.4	20.9	43.6	54.7	68.7	67.0	69.0
O=C(Cn1c(O)c(C=Nc2ccc(Nc3nccs3)cc2)c2ccccc21)c1ccc(F)cc1	107.1	105.3	91.7	100.9	88.1	94.2	95.1	106.2
COc1ccc(C)cc1NC(=O)CC(C)=O	99.7	105.1	98.4	109.5	98.2	94.5	108.5	129.7
COc1ccc(/C=C/C(=O)c2ccc(NC(=O)CSc3nnc(-c4cc(OC)c(OC)c(OC)c4)o3)cc2)cc1	40.1	37.7	-69.4*	-3.0*	-46.3*	-44.5*	45.3	-70.7*
N#CC1(C#N)C2=C(CCCC2)NC(c2cccs2)C1(C#N)C#N (configuration not stated)	84.7	99.9	87.5	106.2	87.9	69.0	103.3	98.1
N/C(=N\C(N)=N\c1nc2ccccc2s1)c1ccc([N+](=O)[O-])cc1	122.7	117.9	81.5	97.4	84.6	82.1	102.6	101.0
COc1ccc(Nc2nn3c(C)cc(C)nc3c2C(N)=O)c(OC)c1	100.8	97.7	110.5	94.9	74.7	67.5	96.8	136.7
O=C(CNCCCc1ccccc1)c1ccc(O)c(O)c1	94.8	99.5	82.1	87.9	106.3	95.2	/	93.5

(further entries)
Structure	UACC-257	SK-MEL-2	LOX IMVI	BT-549	UACC-62	T-47D	HS 578T	MALME-3M
C(=C\c1ccncc1)/c1ccncc1	107.6	88.2	94.2	91.2	90.1	129.4	114.0	87.1
O=c1n(CCCCCCn2cnn(-c3ccccc3)c2=O)cnn1-c1ccccc1	103.2	69.3	/	98.4	75.7	/	114.0	109.6
COc1ccc(NCc2cccn2Cc2cccc3ccccc23)cc1	109.0	116.1	91.6	102.9	79.6	84.3	106.8	98.5
COc1nc(/C=C\Nc2ccc3c(c2)OCCOCCOCCOCCO3)nc(OC)n1	104.9	107.7	92.1	92.9	93.3	87.5	89.9	85.0
O=C1Nc2ccccc2C(c2c[nH]c3ccccc23)N1 (configuration not stated)	/	92.2	95.0	110.0	/	92.6	107.7	69.4
c1ccc(CSc2ncnc3n[nH]nc23)cc1	98.0	94.8	100.6	102.5	97.6	96.0	103.8	93.3
Cc1ccc2c(C3NCCc4c3[nH]c3ccccc43)cc(=O)oc2c1 (configuration not stated)	/	105.3	89.8	106.6	83.4	99.8	86.5	95.3
O=C(Nc1ccc(I)cc1F)c1cc(I)ccc1O	-17.0*	-19.3*	8.0*	-9.4*	-24.1*	-0.6*	3.1*	-26.9*

The listing continues:
Structure	UACC-257	SK-MEL-2	LOX IMVI	BT-549	UACC-62	T-47D	HS 578T	MALME-3M
c1ccc2c(c1)[nH]c1c2cc[n+]2cc3c(cc12)CCCC3	38.4	-8.3*	19.5	72.7	29.6	-13.8*	/	3.1*
O=C(Cn1c(-c2ccccc2)nc2cc(Cl)c(Cl)cc21)N=Nc1c(O)[nH]c2ccc(Cl)cc12	84.4	/	72.2	56.2	71.7	61.5	81.3	81.6
O=C(Nc1cccc(-c2nc(-c3ccc(NC(=O)c4cccs4)cc3Cl)no2)c1)Nc1ccc(NC(=O)C2CC2)c(C(F)(F)F)c1	-32.2*	-50.2*	-87.1*	-19.1*	-73.8*	-50.2*	-27.1*	-80.6*
O=C(Cn1c2ccccc2c2cnc3[nH]ccc3c21)N1CCOCC1	100.4	93.8	97.8	97.3	90.3	95.3	97.9	110.4
Cc1ccc(N(CC(=O)Nc2ccc(S(=O)(=O)NC3CCN(C)CC3)cc2)S(=O)(=O)c2ccc(Cl)cc2)cc1	/	104.5	-58.1*	86.6	/	58.4	69.5	-47.5*
Cc1nc(N)sc1C(=O)Nc1ccc(F)cc1	113.9	32.7	100.0	/	96.8	103.5	86.9	134.5
O=C1C=CC(=O)N1C1CCCCC1	76.7	102.4	98.2	107.5	96.0	89.3	89.4	115.9
O=[N+]([O-])c1ccc(Oc2ccccc2Cl)c([N+](=O)[O-])c1	89.8	88.6	44.2	/	/	/	77.7	85.5

Remaining list, next part.
Structure	UACC-257	SK-MEL-2	LOX IMVI	BT-549	UACC-62	T-47D	HS 578T	MALME-3M
CCOC(=O)c1cc(-c2ccc([N+](=O)[O-])cc2)n(-c2ccc(C(=O)O)c(O)c2)c1C	46.2	53.8	66.8	95.7	54.0	38.2	67.8	80.6
N#Cc1ccc(-c2cn(CC(=O)Nc3nc4ccccc4s3)nn2)cc1	106.2	102.1	93.7	112.4	99.5	102.9	104.4	101.7
Cc1ccc2c(C(C[N+](=O)[O-])c3ccccc3Cl)c(-c3ccccc3)[nH]c2c1 (configuration not stated)	79.2	81.2	80.8	80.2	57.3	43.5	90.8	89.4
O=C1C(c2ccccc2)=C2C(=C1c1ccccc1)c1cccc3cccc2c13	/	115.1	89.5	95.0	95.2	56.3	103.8	110.4
C[C@@H](c1ccccc1)[C@@H](C(=O)O)c1ccccc1	98.8	99.5	98.4	97.6	/	101.3	110.1	/
CC(=O)OC[C@H]1OC(Sc2sc(C(=O)c3ccc(C)cc3)c(N)c2-c2nc3ccccc3s2)[C@H](OC(C)=O)[C@@H](OC(C)=O)[C@H]1OC(C)=O (some centres not stated)	98.5	98.6	92.0	82.7	57.3	56.2	82.9	98.0
CCOC(=O)C1=C(C(=O)c2ccc(OC)cc2)C(c2cccc([N+](=O)[O-])c2)C(C(=O)c2ccc(OC)cc2)=C(C(=O)OCC)N1	96.0	102.9	79.1	89.0	74.8	/	81.5	105.2
Cc1cccc(Cc2cnc(-n3nnc(C(=O)O)c3C)s2)c1	81.2	90.1	79.9	99.2	85.0	92.4	101.1	107.8

More records follow:
Structure	UACC-257	SK-MEL-2	LOX IMVI	BT-549	UACC-62	T-47D	HS 578T	MALME-3M
O=S(=O)(Nc1ncccn1)c1ccc(N=Nc2ncccc2O)cc1	99.3	90.4	92.0	100.5	108.2	101.5	117.6	100.3
O=C(c1cc2cccnc2n1-c1ccc(Cl)c(Cl)c1)N1CCC1	98.4	111.2	86.6	96.0	86.1	82.6	103.0	124.7
O=C1NC=C(C(=O)c2cc3ccccc3oc2=O)C(c2ccccc2)N1 (configuration not stated)	96.9	102.7	95.3	92.6	84.4	75.6	90.2	103.4
CCn1c2ccccc2c2cc(-n3nncc3-c3ccccc3)ccc21	85.4	68.2	-29.5*	80.5	35.5	61.8	19.3	56.3
COc1ccc2c(ccn2C(=O)N2c3ccccc3Sc3ccccc32)c1	70.3	4.7*	46.5	34.3	33.3	23.0	19.8	51.3
CN(C)CCCN1c2ccccc2S(=O)c2ccc(Cl)cc21 (configuration not stated)	/	98.9	94.7	100.0	96.0	93.5	109.1	84.9
CC(C)c1cc(-c2nc3ccc(Cl)cc3[nH]2)no1	99.2	101.4	96.5	111.1	79.4	89.9	85.9	100.6
OC(Cc1ccccc1)(c1ccc(Cl)cc1)c1ccc(Cl)cc1	91.7	96.4	78.6	99.3	78.7	75.9	97.0	87.9

Carrying on.
Structure	UACC-257	SK-MEL-2	LOX IMVI	BT-549	UACC-62	T-47D	HS 578T	MALME-3M
CC(Cc1ccccc1)NN (configuration not stated)	114.0	136.2	95.8	113.6	97.8	98.2	119.2	94.2
O=[N+]([O-])c1cccc(-c2nc3sccn3c2-c2ccnc(NCCNS(=O)(=O)c3ccc(Cl)cc3)n2)c1	99.7	87.2	81.4	70.6	50.0	22.1	97.5	103.7
CCOC(=O)CNC(=O)Nc1ccc2c(ccn2C(=O)c2cccc(F)c2)c1	102.2	98.9	107.9	91.7	95.5	96.3	105.6	104.7
COc1ccccc1-c1cn2ccnc2c(-c2ccccc2O)n1	/	100.6	65.6	79.3	/	50.3	75.4	133.4
N#CCS(=O)(=O)c1ccccc1	94.9	/	98.8	/	87.5	90.3	103.2	/
CC(=O)Nc1nc(C)c(C(=O)N/N=C/c2cccn2C)s1	119.6	43.6	98.4	/	87.7	121.3	72.5	/
CCOC(=O)/C(=C\c1ccccc1)C(=O)c1ccccc1	93.6	92.0	46.1	89.9	95.0	87.7	90.5	95.6
O=C1/C(=C/c2ccccc2[N+](=O)[O-])Oc2ccc(O)cc21	60.3	75.0	-46.2*	49.9	37.1	44.2	53.6	47.8

Continuation:
Structure	UACC-257	SK-MEL-2	LOX IMVI	BT-549	UACC-62	T-47D	HS 578T	MALME-3M
COc1cc(-n2cc(C#N)c(N)c2C(=O)c2ccc(Br)cc2)cc(OC)c1OC	101.5	111.0	/	99.4	94.6	78.9	96.8	107.3
CC(=O)N1CCN(c2ccc(OCC3CO[C@](Cn4ccnc4)(c4ccc(Cl)cc4Cl)O3)cc2)CC1 (some centres not stated)	83.7	86.8	91.6	54.7	57.2	51.1	102.0	77.4
Cc1ccc(C(=O)/C=C/c2coc(-c3ccc(Cl)cc3)n2)cc1	83.1	/	89.3	88.4	89.7	55.9	/	114.7
FC(F)(F)c1ccc(-c2cnc(Cl)nc2N2CCC3(CC2)OCCO3)cc1	105.6	/	90.4	97.1	96.8	88.8	105.0	78.4
CC(C)C(O)C=O (configuration not stated)	/	115.6	94.8	112.9	95.4	100.7	105.7	107.1
Cc1cc(OS(=O)(=O)O)c2ccccc2c1OS(=O)(=O)O	102.2	113.7	98.7	101.4	103.0	100.7	109.5	93.3
c1ccc2c(c1)Oc1cccnc1-n1nccc1-2	102.4	121.1	96.3	101.0	84.7	104.7	90.1	102.7
COc1cc2nc(-c3ccco3)cc(OCCCN3CCC(O)CC3)c2cc1OC	77.2	83.1	31.6	97.6	73.5	89.7	89.6	64.4

Random excerpt: 6 records from the list
Structure	UACC-257	SK-MEL-2	LOX IMVI	BT-549	UACC-62	T-47D	HS 578T	MALME-3M
O=C(CNCCCc1ccccc1)c1ccc(O)c(O)c1	94.8	99.5	82.1	87.9	106.3	95.2	/	93.5
CC(C)c1cc(-c2nc3ccc(Cl)cc3[nH]2)no1	99.2	101.4	96.5	111.1	79.4	89.9	85.9	100.6
CN(C)CCCN1c2ccccc2S(=O)c2ccc(Cl)cc21 (configuration not stated)	/	98.9	94.7	100.0	96.0	93.5	109.1	84.9
COc1ccc(Nc2nn3c(C)cc(C)nc3c2C(N)=O)c(OC)c1	100.8	97.7	110.5	94.9	74.7	67.5	96.8	136.7
COc1nc(/C=C\Nc2ccc3c(c2)OCCOCCOCCOCCO3)nc(OC)n1	104.9	107.7	92.1	92.9	93.3	87.5	89.9	85.0
Cc1cccc(Cc2cnc(-n3nnc(C(=O)O)c3C)s2)c1	81.2	90.1	79.9	99.2	85.0	92.4	101.1	107.8

(next part)
Structure	UACC-257	SK-MEL-2	LOX IMVI	BT-549	UACC-62	T-47D	HS 578T	MALME-3M
O=C1NC(=O)C(c2ccccc2)(c2ccccc2)N1Cc1cn(-c2c3ccccc3nc3ccccc23)nn1	89.1	97.9	78.2	81.5	72.4	63.6	83.0	103.6
COC1OC(COC(C)=O)C(OC(C)=O)C(OC(C)=O)C1OC(C)=O (configuration not stated)	85.0	100.9	98.5	100.9	86.5	91.7	100.6	96.9
Clc1ccccc1-c1ccc(-c2nn3c(-c4ccccc4)nnc3s2)o1	82.0	100.4	45.5	93.1	57.1	80.7	75.7	101.6
CCOCC(=O)C(C#N)c1ccc(Cl)cc1 (configuration not stated)	108.3	108.8	100.4	105.7	100.4	105.7	97.5	/
COc1ccc(F)cc1N	93.4	106.8	98.4	107.2	102.2	98.1	103.8	90.1
Cc1sc(N/N=C/c2cn(-c3ccc(C(=O)O)cc3)nc2-c2ccc(C(=O)O)cc2)nc1C(F)(F)F	102.6	109.0	94.0	82.4	99.4	102.6	85.0	90.5
CC(Sc1nc2ccccc2c(=O)n1C)C(=O)Nc1ccc(F)cc1 (configuration not stated)	73.3	86.6	82.7	99.1	71.6	51.9	92.2	83.3
CCCCCOC(=O)N1CCCC1	100.7	117.8	107.1	131.2	113.3	106.4	122.3	119.7

Next results follow.
Structure	UACC-257	SK-MEL-2	LOX IMVI	BT-549	UACC-62	T-47D	HS 578T	MALME-3M
COc1ccc([C@@H](C[C@H](CCO)c2ccccc2)c2ccc3ccccc3c2)cc1	/	92.0	94.7	95.8	90.2	55.3	99.6	97.7
CCCn1nc(C(=O)N(C)C)c2c1CCC(NCc1ccc(F)cc1)C2 (configuration not stated)	108.4	97.5	96.5	103.4	102.1	82.9	117.7	100.5
Cn1ccnc1C(=O)/C=C/c1ccc(CCC(=O)Nc2ccc(F)cc2)cc1	93.3	104.4	23.2	76.5	76.8	83.0	104.5	102.8
Cc1cc(Br)ccc1Br	101.5	/	99.5	/	109.7	106.6	/	128.9
c1ccc(SCCCc2ccncc2)cc1	80.1	99.0	98.1	98.1	84.1	74.7	94.8	98.7

Bioassay records from PubChem.
